ALOX15 inhib = 15-hLO (ALOX15) enzyme inhibition; P16050; Potency, µM (titrated, usually from 57.1 µM), without a hit: at the highest dose activity change, negative = inhibition, hits mostly inhibitors; purified 15hLO-1, xylenol orange hydroperoxide absorbance; hit rate 1.4% among 74,000; note: % is set by controls: 0 for no effect and ±100 for the full control effect; nearly all actives have a fitted effect of over 55% in size
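Purified human 15hLO-1 (40 nM) in 25 mM Hepes pH 7.5, 0.01% Triton X-100, preincubated 15 min RT with compound, then 50 uM arachidonic acid for 6 min. Hydroperoxide read by ferrous/xylenol orange, 30 min; 573/405 nm absorbance ratio gave progress.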
HBB splicing = modulators of hemoglobin beta chain splicing; HBB splicing reporter cell assay, activation; EGFP reporter with mutant IVS2-654 intron; response scale: normalised to 500 nM splice-correcting PNA; Potency, µM (series often up to 46.1 µM), for inactives: at the top dose activation, actives largely listed as activators; hit rate 0.06% among 65,000; note: 0% is about no effect
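Compounds were applied for 2 days to HeLa EGFP-654 cells, 500/well in Optimem with 2% FCS. The reporter's EGFP is disrupted by mis-splicing of beta-globin intron IVS2-654. Readout: summed well GFP fluorescence from 488 nm laser scanning; reference was 500 nM antisense […] 654 PNA.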
DNA Pol III inh = blocks replication by bacterial DNA polymerase III holoenzyme; Potency, µM (series often up to 57.1 µM), inactives show top-dose activity change, negative = inhibition; hit rate 0.25% among 71,000; reconstituted DNA polymerase III holoenzyme replication, biochemical; note: % is set by controls: 0 for no effect and ±100 for the full control effect
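Reconstituted *E. coli* holoenzyme (0.35 nM Pol III, 1 nM beta, 154 nM SSB, 2 nM primase) was preincubated with compound for 15 min at RT. Synthesis on 1.4 nM ssM13Gori ran 35 min, then was stopped with PicoGreen/EDTA and read as dsDNA fluorescence.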
HADH2 inhib = HADH2 (human) dehydrogenase inhibition; hit rate 3.4% among 73,000; recombinant HADH2, NADH fluorescence, beta-hydroxybutyryl-CoA; Potency, µM (top dose mostly 57.1 µM), for the others: top-dose activity change, negative = inhibition, actives largely listed as inhibitors; Q99714; AID 886; note: % is set by controls: 0 for no effect and ±100 for the full control effect; nearly all actives have a fitted effect of over 60% in size; many of its hits are not listed in these tables
Target sequence (Q99714 whole entry, looked up, one chain of several): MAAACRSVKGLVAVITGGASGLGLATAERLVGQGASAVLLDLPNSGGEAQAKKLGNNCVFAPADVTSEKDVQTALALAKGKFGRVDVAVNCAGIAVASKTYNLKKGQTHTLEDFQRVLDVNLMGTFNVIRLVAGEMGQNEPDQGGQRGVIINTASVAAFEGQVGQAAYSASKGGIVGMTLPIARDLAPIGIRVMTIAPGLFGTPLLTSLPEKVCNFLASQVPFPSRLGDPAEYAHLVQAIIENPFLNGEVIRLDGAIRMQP
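Read-out: 360 nm excitation, 450 nm emission, kinetic over 4 min. Conditions: His-tagged human HADH2 20 nM, pH 9.0 Tris with Tween-20, 1 mM NAD+, 90 uM beta-hydroxybutyryl-CoA.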
Hsp90 Hop PPI = changes Hsp90-Hop TPR2A binding signal, up or down. hit rate 0.44% among 71,000. Potency, µM (top dose mostly 57 µM), inactives show at the highest dose activity change, negative = inhibition. AlphaScreen TPR2A-His6 binding biotin-Hsp90 C-terminal peptide; active = well fitted curve in either direction with a large enough effect; inconclusive = small, poorly fitted or top-dose-only effect, or another doubt; note: % is set by controls: 0 for no effect and ±100 for the full control effect; many of its hits are not listed in these tables
* hit, by the source's call; ? = inconclusive; . = no result given; & = joins results of further samples; [ ] = remark or other dose. Unless noted, calls come from the whole dose curve; as a rule, active = well fitted curve in the direction sought with a large enough effect; inconclusive = small, poorly fitted or top-dose-only effect, or another doubt; inactive = no such curve, though single readings can be large; an effect the other way counts as inactive or inconclusive. Potency is the fitted concentration of half-maximal effect. This is a subset (hit frequency here may not be typical).

The first 5 entries (preview)
#1 COc1ccc2c(c1)/C(=C/c1cnc[nH]1)C(=O)N2
#2 CCOc1ccc(C2SCC(=O)Nc3c2c(=O)[nH]n3C2CCCCCC2)cc1 (stereo unspecified)
#3 CCCCN1C2CCC1CC(OC(c1ccc(F)cc1)c1ccc(F)cc1)C2 (stereo unspecified)
#4 CCN1CC=C(c2c[nH]c3ccccc23)CC1
#5 c1cc(Cc2cnc[nH]2)ccn1
screen / no. | 1 | 2 | 3 | 4 | 5
Hsp90 Hop PPI | . | . | . | . | .
HBB splicing | . | . | . | . | -0.3%
DNA Pol III inh | . | . | . | . | .
ALOX15 inhib | 5% | -3% | -18% | ? | -25%
HADH2 inhib | -15% | 0% | 4% | -7% | -5%

The list itself (from the top)
#1 COc1ccc2c(c1)/C(=C/c1cnc[nH]1)C(=O)N2
#2 CCOc1ccc(C2SCC(=O)Nc3c2c(=O)[nH]n3C2CCCCCC2)cc1 (stereo unspecified)
#3 CCCCN1C2CCC1CC(OC(c1ccc(F)cc1)c1ccc(F)cc1)C2 (stereo unspecified)
#4 CCN1CC=C(c2c[nH]c3ccccc23)CC1
#5 c1cc(Cc2cnc[nH]2)ccn1
#6 Cc1nnc2n1-c1sc(CCC(=O)N3CCOCC3)cc1C(c1ccccc1Cl)=NC2
screen / no. | 1 | 2 | 3 | 4 | 5 | 6
Hsp90 Hop PPI | . | . | . | . | . | .
HBB splicing | . | . | . | . | -0.3% | -0.3%
DNA Pol III inh | . | . | . | . | . | .
ALOX15 inhib | 5% | -3% | -18% | ? | -25% | ?
HADH2 inhib | -15% | 0% | 4% | -7% | -5% | 4%

#7 Brc1c(Br)c(Br)c2n[nH]nc2c1Br
#8 COc1ccc2c(c1)c(CCN1CCOCC1)c(C)n2C(=O)c1cccc(Cl)c1Cl
#9 COC(=O)[C@@H]1[C@@H](O)[C@@]2(O)c3c(OC)cc(OC)cc3O[C@@]2(c2ccc(OC)cc2)[C@H]1c1ccccc1
#10 COC(=O)NC/C=C\c1nc(CC/C=C\C(=O)O[C@H]2C[C@H]3CC(=O)O[C@@H](/C=C\CC(C)C)C[C@@H]4CC[C@H](C)[C@H](C[C@@H](OC)C[C@H](C2)O3)O4)co1
#11 CCC1CN2CCC1CC2C(Oc1cc2ccccc2c2ccccc12)c1ccnc2ccc(O)cc12 (stereo unspecified)
#12 CC(C)CC(N)C1(c2ccc(Cl)cc2)CCC1 (stereo unspecified)
screen / no. | 7 | 8 | 9 | 10 | 11 | 12
Hsp90 Hop PPI | . | . | . | . | . | .
HBB splicing | -0.7% | -0.6% | 0.3%[9.22 µM] | 0.9%[9.22 µM] | 2.9%[9.22 µM] | -0.6%
DNA Pol III inh | . | . | . | . | . | .
ALOX15 inhib | ? | ? | -3%[11.4 µM] | 9%[11.4 µM] | 17%[11.4 µM] | ?
HADH2 inhib | -11%&-9% | -1% | 10%[11.4 µM] | 6%[11.4 µM] | 9%[11.4 µM] | 6%

One compound at a time, as listed above:
COC(=O)NC/C=C\c1nc(CC/C=C\C(=O)O[C@H]2C[C@H]3CC(=O)O[C@@H](/C=C\CC(C)C)C[C@@H]4CC[C@H](C)[C@H](C[C@@H](OC)C[C@H](C2)O3)O4)co1 is listed as Hsp90 Hop PPI: .; HBB splicing: 0.9%[9.22 µM]; DNA Pol III inh: .; ALOX15 inhib: 9%[11.4 µM]; HADH2 inhib: 6%[11.4 µM]
CCC1CN2CCC1CC2C(Oc1cc2ccccc2c2ccccc12)c1ccnc2ccc(O)cc12 (stereo unspecified) is listed as Hsp90 Hop PPI: .; HBB splicing: 2.9%[9.22 µM]; DNA Pol III inh: .; ALOX15 inhib: 17%[11.4 µM]; HADH2 inhib: 9%[11.4 µM]
CC(C)CC(N)C1(c2ccc(Cl)cc2)CCC1 (stereo unspecified) is listed as Hsp90 Hop PPI: .; HBB splicing: -0.6%; DNA Pol III inh: .; ALOX15 inhib: ?; HADH2 inhib: 6%

Later entries:
#13 CN1[C@@H]2CC[C@H]1CC(OC(=O)N1Cc3ccccc3NC1=O)C2 (stereo partly specified)
#14 Cc1ncc(CN2CC=C(c3ccccc3)CC2)c(N)n1
#15 CN(C)c1ccc(/C=C2\CCCN=C2c2cccnc2)cc1
#16 C=C(CC1(CNP(=O)(c2ccccc2)c2ccccc2)CC1)c1ccccc1
#17 O=C(O)[C@H]1C[C@@H]1[C@H](NP(=O)(c1ccccc1)c1ccccc1)c1ccccc1
#18 CCCc1cc2c(n1Cc1ccc(C)cc1)C(C)C1CN(C(=O)c3ccccc3)C(C)(C(=O)OC)C21 (stereo unspecified)
#19 O=P(c1ccccc1)(c1ccccc1)N1CC2(CC2)CC(O)(c2ccccc2)C1 (stereo unspecified)
screen / no. | 13 | 14 | 15 | 16 | 17 | 18 | 19
Hsp90 Hop PPI | . | . | . | -8% | -10% | ? | -11%
HBB splicing | 0.2% | -1.4% | 11% | 1.1% | 1.8% | 1.8% | 3.7%
DNA Pol III inh | . | . | . | -5% | -6% | -6% | 3%
ALOX15 inhib | ? | ? | ? | . | . | . | .
HADH2 inhib | 19% | 5% | ? | 5% | 0% | 3% | 11%

Single entries from the entries so far.
HBB splicing, cpd 15 → 11%
HBB splicing, cpd 17 → 1.8%

Compound activity from PubChem.
